Bioassay records from PubChem.
L major viab = reduces viability of Leishmania major promastigotes; 200,000 tested, 9% active; AID 1063; resazurin fluorescence viability; inhibition, % at 10 µM;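 also: promastigotes grown with compound for 44 hours at 28 °C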
PMI act satM6P = activators of human phosphomannose isomerase at near-saturating mannose 6-phosphate | P34949 | coupled PMI enzyme assay, resazurin fluorescence, 20 min; active compounds read high; 1 = untreated enzyme, 0 = substrate-free blank | activation factor at 20 µM | 190,000 tested, 0.34% active;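 active = activation factor of 2 or more at 20 µM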
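Material: human phosphomannose isomerase with PGI, G6PDH, diaphorase coupling enzymes. Quantity: 15 ng/mL PMI. Medium: HEPES pH 7.4 buffer with MgCl2 and Tween-20. Reagent: Near-saturating mannose-6-phosphate, 1.0 mM. Compound: 20 µM single dose. Times: enzyme reaction with compound 20 min at room temperature. Detection: resorufin fluorescence at Ex 544/Em 590 nm.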
G6PDH CS = counter-screen for G6PDH assay hits: L. mesenteroides G6PDH inhibition; Purified L. mesenteroides G6PDH, diaphorase/resazurin coupled fluorescence, 45 min; inhibition, % at 5 µM; 200,000 tested, 0.12% active
Redox H2O2 prof = compounds producing H2O2 with reducing agent – biochemical, NIH compound library profiling, artefact control for MLSCN library redox annotation, primary screen. DTT-dependent redox cycling H2O2, phenol red/HRP absorbance; 100% = 100 µM peroxide control, 0% = buffer. activation, % at 10 µM. 200,000 tested, 0.03% active. AID 878;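 active = activation of at least 50% relative to the plate's high and low controls in the primary single-dose screen; inactive = activation below 50%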;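 also: compound incubated with DTT at 0.8 mM final as the reducing agent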
Hsp70 act = transcriptional activators of Hsp70; 200,000 tested, 0.04% active; HeLa Hsp70 promoter luciferase reporter, luminescence; scaled: vehicle 0, proteasome-inhibitor control 100%; AID 1203; activation, % at 10 µM;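 active = activation above the mean across all tested compounds plus 3 SD, cutoff set per campaign, cut at about 5.5% in these data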;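 also: 100% = MG132 at 30 µM as the positive control and 0% = DMSO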
S1P3 antagonist = antagonists of human S1P3 receptor; Q99500; CHO S1P3 NFAT-BLA reporter, FRET fluorescence, antagonist mode; inhibition, % at 4.98 µM; 170,000 tested, 0.27% active; AID 485;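 active = inhibition above the plate cutoff, the mean inhibition of test wells on that plate plus 3 SD, cut at about 28% in these data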;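 also: cells challenged with S1P at its EC80 of 0.8 µM; blue over green emission ratio from cleaved BLA substrate after 4 h stimulation; 0% = S1P-stimulated wells and 100% = unstimulated DMSO-only wells; some compounds past the cut are filed as inactive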
PMI activator = activators of human phosphomannose isomerase; P34949; purified human PMI, coupled resazurin fluorescence, 20 min; active compounds read high; 1 = vehicle control, 0 substrate-free wells; activation factor at 20 µM; 190,000 tested, 0.005% active; AID 1214;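 active = activation factor of 2 or more at 20 µM, relative to plate controls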
RAM inhibit = yeast RAM network inhibition; S. cerevisiae dse1pr::URA3 reporter, 5-FOA growth OD615, 2 d; analog-sensitive cbk1-as2 kinase mutant strain; 190,000 tested, 1.8% active; AID 868; inhibition, % at 50 µM;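 active = inhibition above a set limit, 3 SD over mean compound inhibition, cut at about 8.4% in these data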;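 also: 0% = DMSO-only wells with no growth and 100% = 10 µM 1-NA-PP1 full growth; inhibition rescues growth on 5-FOA so higher OD means more RAM inhibition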
Diaphorase inh = counter-screen for diaphorase-based assays: diaphorase inhibitors and chemical oxidizers; diaphorase resazurin-to-resorufin fluorescence, NADH, 16 min; bacterial (C. kluyveri) enzyme, not human; inhibition, % at 20 µM; 190,000 tested, 0.69% active; AID 1217;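 active = primary screen inhibition at 20 µM above a set limit, cut at about 50% in these data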;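 also: plate controls were DMSO with full reaction for no effect and wells lacking NADH for full effect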
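Assay system – diaphorase enzyme from Clostridium kluyveri · Amount – diaphorase 0.14 U/mL (working solution) · Times – reaction incubation of 16 min at room temperature · Controls – No-NADH positive control and DMSO neutral control · Signal – resorufin fluorescence 544/590 nm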
Diaphorase act = counter-screen for diaphorase-based assays: diaphorase activators and chemical reducers; Diaphorase/resazurin coupled assay, resorufin fluorescence, 16 min; active compounds read high; 1 = vehicle wells, 0 = NADH-free wells; activation factor at 20 µM; 190,000 tested, 0.005% active; AID 1229;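 active = diaphorase activity raised at least twofold by the compound at 20 µM; inactive = activation factor below 2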
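Material: Purified diaphorase enzyme from Clostridium kluyveri | Buffer or medium: 50 mM HEPES pH 7.4 with 4.542 mM MgCl2, 0.005% Tween 20 | Times: 16 min enzyme reaction, ambient temperature | Signal: Red resorufin fluorescence at 544/590 nm excitation/emission | Measure: Increased resorufin signal from activators or reducing compounds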
TLR4 MyD88 comp = blocks binding of human TLR4 to MyD88; HeLa CL3-4 TLR4/MyD88 BLA complementation, FRET ratio; 200,000 tested, 0.18% active; inhibition, % at 8.4 µM; AID 861; in the data active = inhibition above about 25%;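 also: 0% = vehicle and 100% = reference inhibitor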
Target sequence (O00206 whole entry, looked up): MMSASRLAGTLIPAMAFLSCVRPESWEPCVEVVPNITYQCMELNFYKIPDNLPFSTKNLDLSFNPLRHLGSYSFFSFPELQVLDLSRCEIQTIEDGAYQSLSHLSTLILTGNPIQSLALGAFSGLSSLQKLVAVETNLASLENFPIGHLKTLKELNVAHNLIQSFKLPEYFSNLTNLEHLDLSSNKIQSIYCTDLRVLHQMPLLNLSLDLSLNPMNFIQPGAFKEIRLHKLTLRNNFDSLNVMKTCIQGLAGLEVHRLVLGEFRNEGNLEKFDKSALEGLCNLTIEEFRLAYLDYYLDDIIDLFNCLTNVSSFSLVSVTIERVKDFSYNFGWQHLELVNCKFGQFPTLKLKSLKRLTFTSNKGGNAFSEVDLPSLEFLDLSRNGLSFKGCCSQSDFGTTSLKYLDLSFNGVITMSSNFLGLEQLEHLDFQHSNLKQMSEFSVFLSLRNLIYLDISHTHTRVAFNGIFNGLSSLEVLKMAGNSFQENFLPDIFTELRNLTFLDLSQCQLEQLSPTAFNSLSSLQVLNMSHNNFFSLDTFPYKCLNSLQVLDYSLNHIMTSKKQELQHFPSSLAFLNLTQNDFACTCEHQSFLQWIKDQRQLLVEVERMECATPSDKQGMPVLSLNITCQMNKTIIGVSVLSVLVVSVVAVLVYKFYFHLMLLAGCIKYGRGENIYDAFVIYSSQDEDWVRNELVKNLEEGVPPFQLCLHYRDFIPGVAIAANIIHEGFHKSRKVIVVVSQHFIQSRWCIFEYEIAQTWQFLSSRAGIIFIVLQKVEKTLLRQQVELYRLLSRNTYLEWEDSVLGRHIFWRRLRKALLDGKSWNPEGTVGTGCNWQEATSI
Target sequence (Q99836 whole entry, looked up): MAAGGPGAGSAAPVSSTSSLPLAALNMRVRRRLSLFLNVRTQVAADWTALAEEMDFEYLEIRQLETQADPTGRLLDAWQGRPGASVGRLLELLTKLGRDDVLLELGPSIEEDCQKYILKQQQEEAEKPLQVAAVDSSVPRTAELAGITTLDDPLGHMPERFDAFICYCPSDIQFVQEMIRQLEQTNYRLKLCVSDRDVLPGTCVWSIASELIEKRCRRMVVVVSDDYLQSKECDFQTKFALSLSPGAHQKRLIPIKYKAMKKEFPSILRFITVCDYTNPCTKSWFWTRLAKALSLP
* hit, by the source's call; . = no result given. Rule as the data show it, unless noted: active = inhibition above about 50%; inactive = the rest.

SMILES	L major viab	PMI act satM6P	G6PDH CS	Redox H2O2 prof	Hsp70 act	S1P3 antagonist	PMI activator	RAM inhibit	Diaphorase inh	Diaphorase act	TLR4 MyD88 comp
COc1ccc(N(C(=O)COc2ccccc2)C2C=CS(=O)(=O)C2)cc1 (stereo unspecified)	-4	1	-5	1.0	-0.3	-23	1	0.9	8	0.9	-2
COc1ccc(N=c2oc3cc(O)ccc3cc2C(=O)Nc2ccccn2)cc1OC	2	0.8	-8	-1.6	-0.2	-26	0.9	5.5	34	0.7	-4
Cc1ccc(C2=N/C(=C\N3CCCCC3)C(=O)O2)cc1	11	1	6	2.1	0.0	.	1	-1.8	0	1	11
COC(=O)CCC(=O)NC(=S)Nc1ccc(S(=O)(=O)Nc2cc(OC)nc(OC)n2)cc1	-7	1	2	-0.5	-0.2	10	1	1.0	8	0.9	-3
CC(=O)NC(C)c1ccc(Cl)c(Cl)c1 (stereo unspecified)	2	1	-2	-0.9	0.1	25	1	1.4	12	0.9	-8
CCOc1cc(/C=N/NC(=O)OC)ccc1OCCSc1ccc(Cl)cc1	1	0.8	-5	-0.2	-0.3	0	0.9	7.0	32	0.7	-3
COC(=O)c1sc2cc(C(F)(F)F)cnc2c1-c1ccccn1	2	1	-1	-1.0	-0.3	-16	0.9	0.0	14	0.9	-5
C=CCNCC(=O)Nc1ccccc1SCC(=O)Nc1ccsc1C(=O)OC	18	1	5	-1.4	-0.2	-15	1	0.9	8	0.9	-5
COc1cc(C(c2c(C)[nH][nH]c2=O)c2c(C)[nH][nH]c2=O)cc([N+](=O)[O-])c1O	0	0.6	15	-0.9	0.1	5	1	0.7	9	0.9	0
COc1ccc(N2C3=[N+](CCCC3)CC2(C)O)cc1 (stereo unspecified)	.	0.9	4	.	.	.	0.8	0.2	13	0.9	.
CCn1c(SCC(=O)N2CCCCC2)nnc1-c1ccc(S(=O)(=O)N2CCN(C)CC2)cc1	-2	0.9	2	2.4	0.0	-46	0.9	0.4	8	0.9	-11
Cc1ccc(-c2c(C#N)c(N)n(-c3ccccc3)c(=O)c2C#N)cc1	-6	0.9	2	-4.5	-0.4	.	0.9	0.4	12	0.9	3
O=C(c1cccc(S(=O)(=O)N2CCCCC2)c1)N1CCOCC1	-3	1	3	-0.2	0.0	-34	1	0.8	14	0.9	-13
Cc1nnc(SCc2ccccc2)[nH]c1=O	-3	1	7	-0.4	-0.2	-5	1	0.1	-3	1	1
COC(=O)C1=C(N)Oc2cc(C)n(Cc3cccnc3)c(=O)c2C1c1cccc(OC)c1OC (stereo unspecified)	-5	1.1	1	1.3	-0.1	7	0.9	-0.8	5	1	4
CCOC(=O)C1Cn2c(nc3c(c2=O)C2(CCCC2)Cc2ccccc2-3)S1 (stereo unspecified)	23	0.9	2	-1.3	0.1	-7	0.9	1.8	25	0.8	1
O=C(Cn1nc(CNc2ccc(Cl)cc2)[n+]2c1CCCCC2)c1ccccc1	-3	1.1	23	0.3	-0.4	-21	1.1	-0.9	4	1	3
O=C(NCc1ccccc1)N1CCN(c2ccccc2F)CC1	3	0.9	-15	1.4	0.0	0	0.9	0.8	16	0.8	6
N#CCN1C(=S)N=C(Nc2cccc(Cl)c2)C12CCCCC2	3	0.9	10	2.4	-0.1	.	0.9	3.4	5	0.9	-7
Cn1ccnc1SCC(=O)Nc1ccc2c(c1)OC(F)(F)O2	-5	1	14	0.1	-0.3	4	0.8	1.6	19	0.8	4
COC(=O)c1cccc2c1-c1ccccc1/C2=N/O	70*	0.9	1	1.9	-0.4	-5	0.9	0.2	8	0.9	-1
CCN(CCNC(=O)C1CCN(S(=O)(=O)c2cccc3cccnc23)CC1)c1ccccc1	7	1	37	-0.7	-0.1	-30	0.9	0.6	11	0.9	-13
CCC1C(C#N)=C(SC)NC2=C1C(=O)CC(C)(C)C2 (stereo unspecified)	-2	1	8	1.4	0.3	2	1	2.4	16	0.8	-8
O=C(CN1C(=O)C2C3CC(C(Br)C3Br)C2C1=O)N1CCOCC1 (stereo unspecified)	-6	1.2	5	-0.2	-0.2	-3	1.1	0.7	-5	1.1	5
CC1CCCCN1CCn1c(=S)[nH]c2ncccc2c1=O (stereo unspecified)	4	1	-4	-2.8	-0.2	-22	1	2.9	20	0.8	-7

Two entries picked at random from those above:
SMILES	L major viab	PMI act satM6P	G6PDH CS	Redox H2O2 prof	Hsp70 act	S1P3 antagonist	PMI activator	RAM inhibit	Diaphorase inh	Diaphorase act	TLR4 MyD88 comp
N#CCN1C(=S)N=C(Nc2cccc(Cl)c2)C12CCCCC2	3	0.9	10	2.4	-0.1	.	0.9	3.4	5	0.9	-7
O=C(CN1C(=O)C2C3CC(C(Br)C3Br)C2C1=O)N1CCOCC1 (stereo unspecified)	-6	1.2	5	-0.2	-0.2	-3	1.1	0.7	-5	1.1	5

The listing picks up, starting five compounds before the break.
SMILES	L major viab	PMI act satM6P	G6PDH CS	Redox H2O2 prof	Hsp70 act	S1P3 antagonist	PMI activator	RAM inhibit	Diaphorase inh	Diaphorase act	TLR4 MyD88 comp
COC(=O)c1cccc2c1-c1ccccc1/C2=N/O	70*	0.9	1	1.9	-0.4	-5	0.9	0.2	8	0.9	-1
CCN(CCNC(=O)C1CCN(S(=O)(=O)c2cccc3cccnc23)CC1)c1ccccc1	7	1	37	-0.7	-0.1	-30	0.9	0.6	11	0.9	-13
CCC1C(C#N)=C(SC)NC2=C1C(=O)CC(C)(C)C2 (stereo unspecified)	-2	1	8	1.4	0.3	2	1	2.4	16	0.8	-8
O=C(CN1C(=O)C2C3CC(C(Br)C3Br)C2C1=O)N1CCOCC1 (stereo unspecified)	-6	1.2	5	-0.2	-0.2	-3	1.1	0.7	-5	1.1	5
CC1CCCCN1CCn1c(=S)[nH]c2ncccc2c1=O (stereo unspecified)	4	1	-4	-2.8	-0.2	-22	1	2.9	20	0.8	-7
CCCCn1c(=O)[nH]c(=O)c2c1nc(COc1ccc(C#N)cc1)n2CCC	11	0.9	-11	-1.3	-0.3	-6	0.9	2.9	14	0.9	7
N=C1C(c2nc3ccccc3c(=O)[nH]2)=C(O)CN1CCO	26	0.9	8	0.2	-0.7	.	0.9	1.9	11	0.9	4
CC1(C)CC(=O)c2sc(NC(=O)CN3CCCCC3)nc2C1	-5	1	8	2.4	-0.4	-36	1	1.7	9	0.9	11
O=C(/C=C/c1ccc(OC2CSC2)cc1)c1ccc(Cl)cc1	54*	1	-5	0.6	-0.1	-4	1	5.3	16	0.8	8
COc1ccc(OC)c(C(c2nnnn2Cc2ccco2)N2CCN(C)CC2)c1 (stereo unspecified)	9	1.1	10	-0.2	-0.4	-8	1.1	-0.9	8	0.9	1
Cc1nc(SCc2ccccc2)c([N+](=O)[O-])[nH]1	54*	0.9	8	.	-0.4	10	0.9	0.3	19	0.8	1
CCC(c1nnnn1C(C)(C)C)N1CCN(c2cc(Cl)ccc2C)CC1 (stereo unspecified)	1	0.9	2	-3.1	-0.3	-4	0.9	1.2	23	0.8	-4
O=C(NCc1cccs1)C1CCC(CNS(=O)(=O)c2ccc(Br)s2)CC1 (stereo unspecified)	-4	1	9	0.1	-0.2	.	1	5.3	13	0.9	2
Cc1ccc(S(=O)(=O)N/N=C\c2cc([N+](=O)[O-])ccc2Cl)cc1	-7	2*	-8	18	-0.1	.	1.5	1.4	4	1	-3
O=[N+]([O-])c1ccc(C2Oc3ccccc3C3CC(c4ccccc4)=NN32)s1 (stereo unspecified)	99*	1.6	16	-0.3	0.3	-7	1.4	-0.1	30	0.7	-13
Cc1nc(NC(=S)NC(=O)c2cncc(Br)c2)ccc1Br	-7	0.9	16	0.0	-0.3	-2	1	1.4	-5	1.1	4
CCOc1cc(/C=N\NC(=O)OC)ccc1OC(=O)c1ccco1	3	1	5	-0.3	-0.3	-18	1	1.3	8	0.9	-5
CN(CC(=O)NC1CCCCCC1)S(=O)(=O)c1cnc[nH]1	-7	1	0	-0.9	0.2	12	1	0.5	12	0.9	-2
CCOc1ccccc1N=CC1=C(O)CC(c2ccccc2)CC1=O (stereo unspecified)	-5	0.9	9	-0.2	-0.2	6	0.9	11*	28	0.7	0
COc1ccccc1C(=O)Nc1ccccc1N1CCN(S(C)(=O)=O)CC1	5	0.9	-8	0.1	-0.3	-2	0.8	0.0	7	0.9	-2
COc1ccc2cc(C)c3nnc(SCC(=O)Nc4nc(-c5ccccc5)cs4)n3c2c1	0	0.9	4	-4.2	-0.1	.	0.8	2.4	17	0.8	-3
CC1=CCC(C(=O)O)(C(=O)N/N=C/c2cccs2)C(c2ccc(F)cc2)C1 (stereo unspecified)	-8	1	1	0.0	0.0	.	1	1.2	13	0.9	8
O=C1N(Cc2cccnc2)C[C@@H]2C[C@@H](c3ccc(C(F)(F)F)cc3)N3CCC[C@@]123	-5	1.1	11	0.8	-0.3	-1	1	0.0	-13	1.1	-12
Cc1c(Br)ccc(NC(=O)COc2ccccc2C(N)=O)c1C	2	0.9	0	-1.0	0.4	-16	0.9	3.8	9	0.9	11
COc1ccc(C)cc1-n1c(=O)c2ccccc2c2ccccc2c1=O	-3	0.8	6	-1.4	0.1	13	0.9	3.4	19	0.8	-5
Cc1cccc(C)c1NC(=O)c1sccc1SCC#N	-2	0.9	6	1.1	-0.1	.	0.9	-0.7	13	0.9	4
CC(C(=O)NC1=NCCS1)(C(F)(F)F)C(F)(F)F	23	0.9	-7	2.3	0.0	14	0.9	-0.3	11	0.9	12
Cc1c(C(=O)Nc2ccccn2)oc2ccccc12	-5	0.9	-1	-1.0	0.2	23	1	4.7	6	0.9	-2
COc1ccccc1CNS(=O)(=O)c1cc(C)ccc1OC	1	1	-5	1.0	-0.1	-15	1	0.8	7	0.9	4
CC(=O)c1cccc(NC(=O)N2CCC(c3nnc(SCC(N)=O)n3C)CC2)c1	-1	1	5	0.7	-0.3	-23	1	-1.0	-7	1.1	-1
N#Cc1nc(-c2ccccc2)oc1N1CCCCC1	-9	1	10	-0.2	0.2	10	1	1.6	19	0.8	0
CC(C)NC(=O)COC(=O)c1ccc(Cl)c(S(=O)(=O)N2CCCC2)c1	-3	1	1	-1.2	-0.2	.	1	0.3	0	1	14
